# Assay outcomes deposited in PubChem BioAssay by National Center for Advancing Translational Sciences (NCATS).
# A350 autofl: compounds fluorescent in Alexa 350 spectral region; Compound autofluorescence, 340/450 nm, Alexa 350 dye-equivalents; hits give high values; max dye-equivalent concentration, M; 59,000 compounds, 11% hits; in the data active means max dye-equivalent concentration above about 10 nM; inconclusive means mostly about 1.1 nM to 9.6 nM
# Caspase-7 inhib: allosteric or competitive inhibitors of human caspase-7; recombinant caspase-7, Ac-DEVD-AFC fluorescence rate; AID 889; 75,000 compounds, 0.02% hits; Potency, µM (titrated, usually from 57.5 µM), for inactives: at the top dose activity change, negative = inhibition, actives largely listed as inhibitors; active means well fitted inhibition curve with a large enough effect in the main read-out, with a control signal flat, not every such curve was filed as active; inconclusive means small, poorly fitted or top-dose-only effect, or a change in a side signal; further: potency means the concentration at half of the fitted maximal effect; % of control where 0% means no effect
# Target sequence (P55210 24-198 limits assumed): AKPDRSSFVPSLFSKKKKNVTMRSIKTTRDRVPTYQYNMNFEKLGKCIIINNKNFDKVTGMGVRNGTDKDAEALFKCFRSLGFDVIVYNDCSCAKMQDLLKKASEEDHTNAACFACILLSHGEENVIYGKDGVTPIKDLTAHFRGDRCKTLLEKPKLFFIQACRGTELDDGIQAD
# Target sequence (P55210 207-303 limits assumed): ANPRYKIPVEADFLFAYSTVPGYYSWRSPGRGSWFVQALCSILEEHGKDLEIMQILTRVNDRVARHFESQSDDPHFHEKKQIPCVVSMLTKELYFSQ
# BRCT inh green: inhibitors of human BRCA1 BRCT-phosphoprotein interaction (green fluorophore). P38398. BRCA1 BRCT-phosphopeptide binding, green fluorescence polarization. Potency, µM (top dose mostly 76.9 µM), inactives show at the top dose activity change, negative = inhibition, hits mostly inhibitors. 75,000 compounds, 0.05% hits;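 further: potency means the concentration at half of the fitted maximal effect; plate controls were peptide without protein for full effect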
#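 Compounds were incubated for 12 min at room temperature with a complex of 100 nM fluorescein-tagged pBACH1 decapeptide and 250 nM His-tagged BRCT protein. Buffer was phosphate pH 7.3 with EDTA, DTT and Tween 20. Disruption of binding lowers the polarization signal.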
# HEK293 cAMP cs: counter-screen for TSHR agonists: cAMP increase in parental HEK293. parental HEK293 CNG cAMP sensor, membrane potential fluorescence. Potency, µM (doses to about 57.1 µM), for the others: top-dose activation, most hits filed as activators. 73,000 compounds, 2.5% hits; further: potency means the concentration at half of the fitted maximal effect; % of control where 0% means no effect; nearly all actives have a fitted effect of over 55% in size
#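 Parental HEK 293 cells stably expressing a modified CNG channel (no TSHR) report cAMP rise as membrane depolarization. Membrane potential dye with 100 uM RO 20-1724 was loaded for 60 min at room temperature, then compound added for 30 min; fluorescence read at 590 nm.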
# Epigenetic mod: epigenetic GFP locus derepression in mouse cells; mouse C127i GFP locus derepression, cytometry, 30 h; Potency, µM (highest dose often 46.1 µM), without a hit: top-dose GFP derepression (activation); 68,000 compounds, 0.09% hits; further: % of control where 0% means no effect
#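 Read-out is the number of GFP-positive cells, scored as fluorescent objects 20 to 120 um wide, reflecting derepression of a silenced CMV-GFP reporter in murine C127i cells after 30 h compound exposure at 37 C.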
# BRCT PPI red: disrupts BRCA1 BRCT binding to phosphoprotein, red fluorophore readout; P38398; BRCT-phosphopeptide binding, red fluorescence polarization; Potency, µM (titrated, usually from 76.9 µM), inactives show at the highest dose activity change, negative = inhibition, usual class: inhibitors; 75,000 compounds, 0.03% hits; further: on the % scale 0 is the no-effect control and ±100 the full control effect
#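 Rhodamine-labelled pBACH1 10-mer (100 nM) bound to BRCT domain (100 nM) at pH 7.3; compounds incubated 12 min room temperature, polarization read. Free peptide defines full inhibition; unlabelled decapeptide titrated as control.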
# 4-MU autofl: 4-MU region autofluorescence; compound autofluorescence, 340/450 nm, 4-MU equivalents; hits give high values; AID 589; 59,000 compounds, 11% hits; max dye-equivalent concentration, M; in the data active means max dye-equivalent concentration above about 10 nM; inconclusive means mostly about 1.1 nM to 9.6 nM
#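 Compounds in 100 mM Tris, pH 8.0, incubated 15 min at room temperature, then fluorescence read at 340 nm excitation/450 nm emission. Signal converted to 4-MU dye-equivalent concentration using an on-plate six-point 4-MU standard curve.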
# Ub-GFP proteasome: proteasome inhibitors stabilizing ubiquitin-GFP reporter. AID 526. Potency, µM (top dose mostly 45.9 µM), without a hit: at the highest dose activation (GFP accumulation), most hits filed as activators. 67,000 tested, under 10 active. Ubiquitin-GFP reporter cells, proteasome inhibition, GFP fluorescence; response scale: untreated = 0%, 10 µM MG-132 = 100%; active means well fitted activation curve with a large enough effect, not every such curve was filed as active; inconclusive means small, poorly fitted or top-dose-only effect, or another doubt; inactive means no such curve, though single readings can be large or run the other way; further: potency means the concentration at half of the fitted maximal effect
#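 Reporter cells (U2OS, ubiquitin-G76V-GFP fusion) are plated overnight, then treated 4 hr at 37 °C with compound titrations from 46 uM down to 2.9 nM. Activity is scaled against untreated cells and 10 uM MG-132.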
# USP2a inhib: inhibitors of human ubiquitin-specific protease USP2a; AID 927; Potency, µM (top dose mostly 38.3 µM), inactives show top-dose activity change, negative = inhibition, most hits filed as inhibitors; 60,000 compounds, 0.1% hits; USP2a enzymatic assay, qHTS inhibition; O75604;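 further: potency means the concentration at half of the fitted maximal effect; nearly all actives have a fitted effect of over 60% in size; plate controls were DMSO for no effect and NEM full inhibition control for full effect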
#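 Inhibition is measured in a cell-free coupled assay with 20 nM USP2 core, 20 nM Ub-PLA2 and 20 uM NBD C6-HPC, 2.5 h incubation. Activity normalized to NEM control.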
# Fluorescein fluor: fluorescein region autofluorescence; Compound autofluorescence, 480/540 nm, fluorescein-equivalent; hits give high values; max fluorescein-equivalent concentration, M; 59,000 compounds, 0.91% hits; AID 593; in the data active means max fluorescein-equivalent concentration above about 10 nM; inconclusive means between about 1.1 nM and that limit
#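 Compounds were pin-transferred into 100 mM Tris buffer, pH 8.0, and incubated 15 min at room temperature. Fluorescence was read at 480 nm excitation/540 nm emission. Signals were normalized to an on-plate six-point fluorescein standard curve as dye-equivalent concentration.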
# Caspase-1 inhib: blocks human caspase-1 allosterically or competitively; AID 900; Caspase-1 enzyme, Ac-WEHD-AFC fluorogenic rate; P29466; 75,000 compounds, 0.03% hits; Potency, µM (highest dose often 57.5 µM), without a hit: at the top dose activity change, negative = inhibition, usual class: inhibitors;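 further: potency means the concentration at half of the fitted maximal effect; plate controls were vehicle for no effect and no substrate for full effect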
# Target sequence (P29466 120-297 limits assumed): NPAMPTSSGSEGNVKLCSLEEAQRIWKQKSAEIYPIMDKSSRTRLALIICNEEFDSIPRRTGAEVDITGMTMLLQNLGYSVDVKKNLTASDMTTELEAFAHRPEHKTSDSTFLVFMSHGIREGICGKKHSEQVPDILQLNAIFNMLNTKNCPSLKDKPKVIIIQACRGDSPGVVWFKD
# Target sequence (P29466 317-404 limits assumed): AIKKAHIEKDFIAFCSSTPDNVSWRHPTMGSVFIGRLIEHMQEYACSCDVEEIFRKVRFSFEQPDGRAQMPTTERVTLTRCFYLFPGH
# The depositor's hits bear a star; i = inactive; ? = inconclusive; . = not tested or not shown; [ ] = remark or other dose. Unless noted, the call rests on the fitted dose curve; in most records, active means well fitted curve in the direction sought with a large enough effect; inconclusive means small, poorly fitted or top-dose-only effect, or another doubt; inactive means no such curve, though single readings can be large; an effect the other way counts as inactive or inconclusive.
Molecule	A350 autofl	Caspase-7 inhib	BRCT inh green	HEK293 cAMP cs	Epigenetic mod	BRCT PPI red	4-MU autofl	Ub-GFP proteasome	USP2a inhib	Fluorescein fluor	Caspase-1 inhib
CS(=O)(=O)N(CCc1ccccc1)CC(=O)N1CCN(c2ccccc2)CC1	?	1%	1.4%	18%	6%	0.6%	i	-4%	14%	i	2%
O=C(Oc1ccc2c(c1)CCC2)N1CCOCC1	i	1%	-0.4%	-2%	2%	-0.9%	i	-6%	-4%	?	0%
Cc1cnc(-c2nnc(N(C)C(=O)C3CCOC3)s2)cn1 (stereo not drawn)	?	-2%	-1.8%	-5%	-1%	-1.5%	?	-6%	1%	i	1%
COCCCNC(=O)C1C2C=CC3(CN(Cc4ccc(C)cc4)C(=O)C13)O2 (stereo not drawn)	1.1e-07M*	-3%	-0.3%	2%	0%	0.0%	1.2e-07M*	9%	-1%	i	-11%
COc1ccc(N2C(=O)CC(NC3CC3)C2=O)cc1 (stereo not drawn)	i	-1%	-1.2%	14%	2%	-0.2%	i	-5%	9%	i	1%
O=C(O)CN(CC(=O)O)CC(=O)O	.	-1%	0.6%	28%	.	0.1%	.	.	.	.	-2%
C=COCCn1c(-c2nonc2N)nc2ccccc21	.	-1%	0.6%	25µM*	-2%	2.0%	.	28%	4%	.	-2%
CCCCN(CCO)CCCC	.	1%	-1.4%	11%	.	-4.1%	.	.	.	.	3%
CCOC(=O)c1c(CN2CCOCC2)oc2ccc(OC)cc12	i	3%	1.5%	10%	0%	0.4%	i	0%	-4%	i	2%
COc1ccc2[nH]c(=O)c(CN(C(=O)c3ccco3)C3CCCCC3)cc2c1	5e-08M*	0%	1.6%	25%	4%	0.8%	1.4e-07M*	-1%	22%	i	-3%
Nc1nc(SCc2ccc3c(c2)OCCO3)n[nH]1	i	-1%	-1.2%	-1%	0%	0.0%	i	5%	-8%	i	2%
COc1ccc(CCNC(=O)c2c(O)c3c([nH]c2=O)CCCC3)cc1OC	?	-1%	-0.7%	8%	0%	0.2%	?	-3%	3%	?	-1%
CCn1c2c(c3ccc(OC)cc31)CCCC2=O	1.1e-08M*	-4%	-0.7%	16%	0%	-0.6%	?	-8%	-7%	?	-5%
COc1ccc(N2C(=O)CCC(C(=O)Nc3ccccn3)C2c2ccc(OC)c(OC)c2)cc1 (stereo not drawn)	i	1%	-0.6%	-5%	10%	-1.5%	i	7%	4%	i	-1%
O=C(O)C[C@@H](C(=O)O)c1ccccc1[N+](=O)[O-]	i	2%[11.5 µM]	-0.8%[15.4 µM]	?	-7%[9.22 µM]	1.6%[15.4 µM]	i	-1%[9.17 µM]	.	i	0%[11.5 µM]
OC(COCc1ccc(Cl)cc1)CN1CCN(CC(O)COCc2ccc(Cl)cc2)CC1 (stereo not drawn)	i	0%	0.9%	13%	-3%	-0.9%	i	-2%	52%[activator]	i	0%
O=C1CC2(CON=C2c2ccc(F)cc2)C(=O)N1c1ccc(F)cc1 (stereo not drawn)	i	1%	-1.2%	14%	3%	-2.4%	i	3%	-7%	i	-6%
O=C(CC1SCCNC1=O)Nc1cc(Cl)cc(Cl)c1 (stereo not drawn)	i	1%	1.9%	-14%	-2%	-0.2%	i	-1%	2%	i	-1%
Oc1ccc(-c2nnc(-c3ccc(O)cc3)nn2)cc1	i	-1%	0.6%	-9%	0%	-0.2%	i	-1%	0%	?	0%
C[N+](C)(CCCOc1ccccc1)c1ccccc1	?	-1%[25.7 µM]	2.7%[34.4 µM]	19%[25.6 µM]	5%[20.6 µM]	1.0%[34.4 µM]	i	4%[20.5 µM]	-15%[17.1 µM]	?	-4%[25.7 µM]
Nc1ccc(Cl)c(-c2nc3ncccc3o2)c1	.	-4%	0.1%	-20%	.	-0.1%	.	.	.	.	-3%
CCOc1cccc(C(=O)Nc2ccc(N(CC)CC)cc2)c1	.	-1%	1.3%	-7%[11.4 µM]	-2%	0.3%	.	23%[9.17 µM]	2%[7.66 µM]	.	-2%
COc1cccc(N(C(=O)CNC(=O)c2ccco2)C(C(=O)NC2CCCCC2)c2ccncc2)c1 (stereo not drawn)	i	-1%	-2.6%	9%	-4%	-0.4%	i	1%	58%[activator]	?	2%
CC(C)Cn1c(SCC#N)nc2ccccc2c1=O	i	1%	2.6%	?	-3%	-1.8%	i	24%	-13%	?	-1%
Cc1nc(NC(=O)c2ccco2)sc1C(=O)Nc1ccc(Br)cc1	1.1e-08M*	1%	1.8%	?	4%	0.5%	1.1e-08M*	1%	11%	i	-3%
CCOC(=O)c1c(C)[nH]c(C(=O)COC(=O)C2CC(=O)N(Cc3ccccc3)C2)c1C (stereo not drawn)	?	-3%	-2.1%	-1%	4%	0.1%	i	-4%	27%	?	2%
CCCNC(=O)c1c[nH]c2ccc(S(=O)(=O)N(C)c3ccc(OCC)cc3)cc2c1=O	i	1%	2.0%	13%	6%	0.7%	i	-4%	63%[activator]	i	-1%
CCOC(=O)c1ccc(CS(=O)c2ccc(Cl)cc2)o1 (stereo not drawn)	i	-2%	-2.3%	12%	-2%	-1.0%	i	.	0%	i	-1%
Cc1ccc(S(=O)(=O)Nc2ccccc2F)cc1C(=O)NCCCN1CCCC1=O	i	1%	-0.2%	-13%	3%	-0.2%	i	3%	-2%	i	-2%
O=C1Nc2ccccc2C12OCC(COc1ccc(Cl)cc1)O2 (stereo not drawn)	i	-2%	-1.0%	0%	2%	0.2%	i	5%	14%	i	-2%

# 4-MU autofl, what is marked active above.
canonical_smiles | A350 autofl | Caspase-7 inhib | BRCT inh green | Epigenetic mod | BRCT PPI red | 4-MU autofl | Ub-GFP proteasome | Caspase-1 inhib
COCCCNC(=O)C1C2C=CC3(CN(Cc4ccc(C)cc4)C(=O)C13)O2 (stereo not drawn) | 1.1e-07M* | -3% | -0.3% | 0% | 0.0% | 1.2e-07M* | 9% | -11%
COc1ccc2[nH]c(=O)c(CN(C(=O)c3ccco3)C3CCCCC3)cc2c1 | 5e-08M* | 0% | 1.6% | 4% | 0.8% | 1.4e-07M* | -1% | -3%
Cc1nc(NC(=O)c2ccco2)sc1C(=O)Nc1ccc(Br)cc1 | 1.1e-08M* | 1% | 1.8% | 4% | 0.5% | 1.1e-08M* | 1% | -3%

# Continued.
Molecule	A350 autofl	Caspase-7 inhib	BRCT inh green	HEK293 cAMP cs	Epigenetic mod	BRCT PPI red	4-MU autofl	Ub-GFP proteasome	USP2a inhib	Fluorescein fluor	Caspase-1 inhib
O=C1CN(C(=O)COc2ccccc2)CCN1	.	4%	-1.3%	7%	.	0.9%	.	6%	.	.	0%
CCOC(=O)c1ccc(NC(=O)CN2CCN(c3ccccc3)CC2)cc1	i	-3%	-0.1%	?	0%	-0.3%	i	2%	12%	i	1%
CCCCn1nnnc1SCC(=O)Nc1ccc2c(c1)OCCO2	i	0%	-1.2%	16%	1%	-0.4%	i	3%	17%	i	0%
CC1(C)CC(=O)C(C(c2ccco2)C2C(=O)CC(C)(C)CC2=O)C(=O)C1	i	-5%	2.5%	-15%	-2%	1.6%	i	4%	-15%	i	-4%
COc1ccc(NC(=O)CC2C(=O)N(c3cccc(OC)c3)C(=O)N2C2CCCCC2)cc1 (stereo not drawn)	i	6%	-0.6%	9%[2.29 µM]	0%	-0.9%	i	5%	26%	i	-1%
CN(CC(=O)NC1CCCCCC1)S(=O)(=O)c1ccccc1	?	2%	-2.4%	4%	2%	-0.4%	?	1%	4%	?	-3%
Oc1ccccc1NCC(O)Cn1ccc2ccccc21 (stereo not drawn)	i	-1%	4.1%	-50%[inhibitor]	?	1.5%	i	2%	24%	?	-2%
Cn1c(=O)c2c(nc(/C=C\c3cccc(Cl)c3)n2C)n(C)c1=O	1.9e-07M*	-3%	-2.9%	-4%	-1%	-2.2%	2.2e-07M*	0%	10%	i	-1%
CC(=O)n1nc(-c2ccco2)nc1N	i	-15%	0.2%	22%	4%	-4.4%	i	-6%	-1%	?	-12%
CCN(C1CCCCC1)S(=O)(=O)c1cc(C)ccc1OC	i	-1%	1.8%	?	-4%	-0.6%	i	-5%	-6%	i	-1%
Cc1cccc(N(CC(=O)N2CCCC2)S(=O)(=O)c2ccccc2)c1	i	-7%	-2.0%	18%	-3%	-1.9%	i	8%	10%	i	-2%
CCOC(=O)N1CCC2(CC1)C(C#N)=C(N)Oc1c2sc2nc(C)cc(C)c12	i	-10%	7.0%	4%	3%	0.6%	i	6%	43%[activator]	i	0%
Cc1ccc2c(CSc3nc4ccccc4c(=O)n3CCCO)cc(=O)oc2c1	i	-1%	1.1%	?	0%	0.3%	i	0%	45%[activator]	i	2%

# Results in Fluorescein fluor and HEK293 cAMP cs, for some of the entries so far:
mol,Fluorescein fluor,HEK293 cAMP cs
CCCNC(=O)c1c[nH]c2ccc(S(=O)(=O)N(C)c3ccc(OCC)cc3)cc2c1=O,i,13%
CCOC(=O)c1ccc(CS(=O)c2ccc(Cl)cc2)o1 (stereo not drawn),i,12%

# Only part of the results is shown, so the mix of outcomes need not match the whole.
